CHO-K1 Ca ag: M1 agonist counterscreen hit in parental CHO-K1 cells; Fluo-8 calcium fluorescence; scaled to maximal ATP response, vehicle zero; activation, % at 3 µM; actives 0.48% (n = 360,000); in the data active means activation above about 15%;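 further: untransfected CHO-K1 host cells lacking M1 receptor as counterscreen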
CHRM4 agonist: agonists of human muscarinic M4 receptor (CHRM4); activation, % at 3 µM; CHO-K1 hM4/Gqi5, Fluo-8 calcium fluorescence; vehicle 0%, full acetylcholine response 100%; actives 0.14% (n = 360,000);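 active means activation above the run mean over all test wells plus 3 SD, cut at about 32% in these data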;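 further: peak over basal fluorescence ratio per well then scaled between controls; 0% = DMSO wells and 100% = acetylcholine at EC100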
Target sequence (P08173 whole entry, looked up): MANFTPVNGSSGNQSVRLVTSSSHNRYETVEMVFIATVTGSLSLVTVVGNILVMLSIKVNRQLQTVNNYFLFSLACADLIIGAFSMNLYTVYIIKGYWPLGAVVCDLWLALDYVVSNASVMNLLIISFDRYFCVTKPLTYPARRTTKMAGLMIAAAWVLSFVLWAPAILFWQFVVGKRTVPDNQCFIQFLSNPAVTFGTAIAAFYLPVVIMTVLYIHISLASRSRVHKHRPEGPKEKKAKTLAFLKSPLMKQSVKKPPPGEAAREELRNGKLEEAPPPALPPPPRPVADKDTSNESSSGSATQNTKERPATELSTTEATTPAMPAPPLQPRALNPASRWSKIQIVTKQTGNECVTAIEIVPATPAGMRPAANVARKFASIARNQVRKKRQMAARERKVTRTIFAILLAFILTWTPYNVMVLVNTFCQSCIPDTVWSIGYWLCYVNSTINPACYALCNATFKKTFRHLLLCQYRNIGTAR
M5 ag: CHRM5 agonism in calcium assay. P08912. CHO-K1 hM5 cells, Fluo-8 calcium fluorescence; 0% DMSO wells, 100% maximal acetylcholine response. activation, % at 3 µM. actives 0.19% (n = 360,000). AID 624037;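 active means activation above the run's mean over test compounds plus 3 SD, cut at about 23% in these data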;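 further: signal is peak over basal fluorescence ratio across the kinetic read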
Target sequence (P08912 whole entry, looked up): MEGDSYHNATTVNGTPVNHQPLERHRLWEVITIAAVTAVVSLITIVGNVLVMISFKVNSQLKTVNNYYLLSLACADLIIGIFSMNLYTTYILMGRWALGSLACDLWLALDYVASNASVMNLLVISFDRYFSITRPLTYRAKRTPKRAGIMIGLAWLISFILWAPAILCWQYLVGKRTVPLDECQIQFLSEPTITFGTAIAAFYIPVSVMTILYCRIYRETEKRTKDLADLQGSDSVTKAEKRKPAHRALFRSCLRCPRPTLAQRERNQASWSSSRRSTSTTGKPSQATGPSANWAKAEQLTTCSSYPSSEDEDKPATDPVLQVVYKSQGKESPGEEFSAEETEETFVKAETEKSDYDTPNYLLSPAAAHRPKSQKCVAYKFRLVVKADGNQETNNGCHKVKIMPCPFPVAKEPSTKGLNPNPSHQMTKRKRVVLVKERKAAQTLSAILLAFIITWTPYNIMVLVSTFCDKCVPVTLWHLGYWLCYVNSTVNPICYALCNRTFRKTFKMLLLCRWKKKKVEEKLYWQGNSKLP
CHO-K1 Ca PAM: counter-screen for M1 PAMs: effect in parental CHO-K1 cells; actives 0.02% (n = 360,000); AID 602247; ATP EC20, Fluo-8 calcium fluorescence; 0% at ATP EC20, 100% at ATP max; activation, % at 3 µM;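 active means activation above the run cutoff, the mean activation of all test compounds plus 3 SD, cut at about 40% in these data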;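 further: peak over basal fluorescence ratio in a 140 s read after ATP addition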
M5 antag: blocks acetylcholine activation of human M5 receptor | P08912 | CHO-hM5 cells, Fluo-8 calcium fluorescence, ACh EC80 | inhibition, % at 3 µM | actives 0.59% (n = 360,000) | AID 624040;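 active means inhibition above a per-plate cutoff, the mean of that plate's test compounds plus 3 SD, cut at about 27% in these data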;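 further: 0% = acetylcholine EC80 with DMSO and 100% = DMSO without agonist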
CHRM4 PAM: positive allosteric modulators of human muscarinic M4 receptor. P08173. CHO-K1 hM4/Gqi5, Fluo-8 calcium fluorescence, ACh EC20; 0% = ACh EC20, 100% = maximal ACh. activation, % at 3 µM. actives 0.4% (n = 360,000);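 active means activation above its plate's cutoff, the mean activation of sample wells plus 3 SD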; further: some results filed as inactive read as strong as hits
CHRM5 PAM: potentiates acetylcholine response at human M5 receptor; AID 624038; activation, % at 3 µM; actives 0.3% (n = 360,000); P08912; CHO-K1 hM5, Fluo-8 calcium, ACh EC20 PAM; 0% = ACh EC20, 100% = ACh EC100;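 active means activation above the run cutoff, the mean activation of all test compounds plus 3 SD, cut at about 18% in these data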
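System: CHO-K1 cell line with stable human muscarinic M5 receptor expression | Also added: EC20 acetylcholine as agonist stimulus | Compound: One concentration, 3 µM final (nominal) | Timing: Fluo-8 loading 80 min at 37 °C plus 30 min room temperature | Measured by: Fluo-8 calcium dye fluorescence, kinetic read | Read-out basis: % activation, ACh-normalized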
CHO-K1 Ca antag: counter-screen for M1 antagonists: effect in parental CHO-K1 cells | actives 0.6% (n = 360,000) | ATP-induced calcium, Fluo-8 fluorescence | inhibition, % at 3 µM;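 active means inhibition above a per-plate cutoff, the plate's mean sample inhibition plus 3 SD, cut at about 24% in these data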;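 further: 0% = DMSO plus EC80 ATP and 100% = DMSO alone without ATP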
CHRM4 antagonist: blocks acetylcholine activation of human M4 receptor; P08173; actives 0.73% (n = 360,000); AID 624125; CHO-hM4 cells, ACh EC80, Fluo-8 calcium fluorescence; inhibition, % at 3 µM;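 active means inhibition above its plate's cutoff, the mean inhibition of sample wells plus 3 SD, cut at about 27% in these data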;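 further: 0% = acetylcholine EC80 with DMSO and 100% = DMSO without agonist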
* marks the source's active call; other numbers are inactive results; · = no result given.

SMILES	CHO-K1 Ca ag	CHRM4 agonist	M5 ag	CHO-K1 Ca PAM	M5 antag	CHRM4 PAM	CHRM5 PAM	CHO-K1 Ca antag	CHRM4 antagonist
COc1cccc(-c2nc3ccc(O)cc3c(=O)o2)c1	-0.6	0	3	-2	0	5	-2	-9	14
CN(C(=O)Nc1ccc(S(=O)(=O)N(C)C)cc1)C1CCCCC1	0.5	1	-7	11	2	4	-3	-6	-8
COc1ccc(CCNC(=O)CN2C(=O)C3(OCCCO3)c3ccccc32)cc1OC	0.6	0	-1	14	20	2	-8	-11	9
CC(C)=NNc1nc(-c2ccccc2)c(C)s1	0.2	2	-1	13	2	-4	-3	-2	-3
Cc1ccc(C(=O)ONC(=O)c2ccc(Cl)cc2)cc1[N+](=O)[O-]	6.8	7	2	12	11	0	-6	-15	-20
CC[C@H](C)[C@H](NC(N)=O)C(=O)Nc1ccc(OC)c(Cl)c1	-0.2	1	6	-12	-2	6	9	2	-2
COc1ccc(NC(C)=O)cc1NC(=O)c1ccc(C#N)cc1	0.0	2	-2	10	-12	-1	11	-12	-14
Cc1ccc(S(=O)(=O)N2[C@@H](c3ccccc3F)C(C(=O)O)=CC[C@H]2c2cccc(Cl)c2)cc1	0.7	2	-1	13	8	2	1	-11	-1
CCCCCCCCN1[C@@H](CC(=O)O)c2cc(C(F)(F)F)ccc2S1(=O)=O	0.2	0	1	9	10	0	0	-6	3
CC(C)CC(O)C1CCN(C(=O)CCc2nnc(-c3ccc4c(c3)OCO4)o2)CC1 (centres undefined)	1.6	3	-1	-9	-1	-1	-1	2	4
O=S(=O)(Nc1ccc(Cc2ccncc2)cc1)c1ccc(Br)s1	2.4	5	-5	0	-2	-12	-10	-3	-4
COc1ccc(C(=O)O/N=C(\N)c2ccccn2)cc1[N+](=O)[O-]	5.3	2	5	20	12	-5	0	-7	7
CCCCCC(=O)Nc1ccc(S(=O)(=O)Nc2nccnc2OC)cc1	0.0	0	1	20	2	5	1	-13	1
COc1cc2c(cc1OC)-c1cc(N3CCc4ccccc43)nc(=O)n1CC2	-0.3	1	1	-5	4	-6	0	11	-5
CCOc1cc(N2CCOCC2)c(OCC)cc1NC(=O)Cc1ccccc1OC	0.0	1	-3	8	10	1	-7	7	-1
Cc1cc(CN2CCCC(CNC(=O)c3ccc(F)cc3)C2)cc(C)c1O (centres undefined)	-0.5	1	-9	3	-5	10	11	-4	-7
N#CC(C(=O)NC1CC1)c1nc2ccccc2nc1N1CCCC1 (centres undefined)	0.4	4	-4	-7	0	-4	-10	20	-5
O=C(Nc1ccccc1C(=O)O)c1cc(S(=O)(=O)N2CCOCC2)cs1	-0.8	0	2	-13	-4	-4	-3	15	3
CCCCN(CCCC)c1ccc(C(=O)c2ccccc2C(=O)O)c(O)c1	15*	34*	10	8	3	-26	-2	-1	21
CCOC(=O)Cc1nnc(Nc2cccc(O)c2)c2ccccc12	-0.1	0	-1	7	2	4	-5	-10	-6
O=C(COc1ccccc1)N1CCN(C(=O)Cc2ccccc2)CC1	0.1	1	-3	10	6	-1	1	-4	-6
COc1ccc(/C=C/C(=O)OCC(=O)Nc2nnc(-c3ccccc3)o2)c(OC)c1	1.2	0	-1	26	3	9	2	-13	0
Cc1cc(F)ccc1C(O)c1ncc(-c2ccc(Cl)cc2)[nH]1 (centres undefined)	0.6	2	2	8	0	-2	1	-1	-4
CCC(C)NC(=O)C1CC(c2cccc(OC)c2)=NO1 (centres undefined)	0.4	1	-2	-4	-5	-1	-2	-5	3
CCc1nnc(NC(=O)CN2CC(C)OC(C)C2)s1 (centres undefined)	0.2	1	5	15	-4	1	17	-6	-6
COc1cccc(C(c2nnnn2Cc2ccco2)N2CCN(Cc3ccccc3)CC2)c1OC (centres undefined)	-0.2	1	-3	0	-1	-2	-3	-6	-1
O=C(Nc1cc(Sc2ccccn2)cc([N+](=O)[O-])c1)c1cccc(Cl)c1	7.1	9	0	11	18	-15	-13	1	6
Cc1ccccc1C(=O)NC(=S)Nc1ccccc1C(F)(F)F	-0.2	1	-5	-6	-5	-2	-5	10	-3
CCCc1[nH]nc2c1C1(CCOC1C)C(C#N)=C(N)O2 (centres undefined)	1.1	3	-3	-4	-2	1	-2	-3	-5
CCc1nc2ccccc2c(C(=O)OCC(=O)NC2CCCC2)c1C	0.4	7	2	16	5	2	-6	-19	-12
O=C(NC1CC1)[C@@H]1CSC2c3ccccc3C(=O)N21 (some centres undefined)	0.0	1	-4	16	-7	5	0	-1	-10
O=C(NCc1ccco1)[C@@H]1CCCN1C(=O)c1cccs1	0.0	0	1	14	-2	1	1	-5	1
Cc1csc(=Nc2ccccc2)n1Cc1ccco1	-0.9	-2	-10	12	5	6	-8	-4	-23
O=C(c1ccccc1)C1(c2ccccc2)OC1c1ccccc1 (centres undefined)	0.0	-2	0	20	5	-4	-12	-28	1
O=C(Nc1ccc(Cl)c([N+](=O)[O-])c1)C(NCCCO)c1ccccc1 (centres undefined)	3.3	2	0	17	1	-5	-4	-10	7
CCOC(=O)c1[nH]c2ccc(OC)cc2c1NC(=S)N1CCN(c2ccccc2OC)CC1	3.0	7	-2	7	5	-6	-6	-7	6

Reprinted at random: 5 compounds from above
SMILES	CHO-K1 Ca ag	CHRM4 agonist	M5 ag	CHO-K1 Ca PAM	M5 antag	CHRM4 PAM	CHRM5 PAM	CHO-K1 Ca antag	CHRM4 antagonist
CCc1nnc(NC(=O)CN2CC(C)OC(C)C2)s1 (centres undefined)	0.2	1	5	15	-4	1	17	-6	-6
O=C(NCc1ccco1)[C@@H]1CCCN1C(=O)c1cccs1	0.0	0	1	14	-2	1	1	-5	1
O=C(Nc1ccc(Cl)c([N+](=O)[O-])c1)C(NCCCO)c1ccccc1 (centres undefined)	3.3	2	0	17	1	-5	-4	-10	7
CCCc1[nH]nc2c1C1(CCOC1C)C(C#N)=C(N)O2 (centres undefined)	1.1	3	-3	-4	-2	1	-2	-3	-5
COc1cccc(C(c2nnnn2Cc2ccco2)N2CCN(Cc3ccccc3)CC2)c1OC (centres undefined)	-0.2	1	-3	0	-1	-2	-3	-6	-1

(list continues)
SMILES	CHO-K1 Ca ag	CHRM4 agonist	M5 ag	CHO-K1 Ca PAM	M5 antag	CHRM4 PAM	CHRM5 PAM	CHO-K1 Ca antag	CHRM4 antagonist
Cc1ccc(SCCNS(C)(=O)=O)cc1	-0.2	1	-3	12	-6	14	22*	-14	-3
O=C([C@@H]1CC=C[C@@H]2CCN(C3CCCCC3)C(=O)[C@@H]21)N1CCN(c2ccccc2)CC1	-0.5	2	-2	14	9	10	2	-14	-9
COc1ccc2cc3cc(C(=O)NCCCN4CCc5ccccc5C4)sc3nc2c1	0.1	1	-2	20	2	-2	1	-3	4
CCC(C)(C)NC(=O)c1cccc(NC(=O)C(C)C)c1	-0.6	0	-2	-14	7	5	-1	23	-8
Cc1cccc(N(CC(=O)NCCSCc2ccco2)S(=O)(=O)c2ccccc2)c1	1.8	5	-7	5	6	-6	-29	8	2
CN(C(=O)Cn1cnc2ccccc2c1=O)C1CCS(=O)(=O)C1 (centres undefined)	0.1	1	1	-25	-4	16	-1	8	1
COCCN(CCOC)c1nc(-c2ccccc2)nc2ccccc12	4.2	11	-1	14	8	-10	-11	1	-1
C/C(=N\Nc1ccccn1)c1ccc(C(C)C)cc1	0.3	0	-4	2	8	-2	1	-12	3
CCOC(=O)N/N=C\c1ccc(C)s1	-0.1	1	-4	2	6	-7	-3	-7	9
COCCn1cnc2c1c(=O)n(Cc1c(F)cccc1Cl)c(=O)n2Cc1ccccc1	2.0	1	-7	9	18	-2	-2	-13	-1
CC1=CS(=O)(=O)CC1Sc1nc(C)n[nH]1 (centres undefined)	0.4	0	-2	19	3	6	-4	14	-1
Cc1ccc(-c2nc(N)nc(N)n2)c(C)c1	0.8	1	-2	26	2	10	5	-23	1
O=C(CSc1ccc2c(c1)OCCO2)Nc1ccc(N2CCOCC2)cc1	0.6	4	-1	-11	1	6	-3	-4	1
Cc1ccc(NS(=O)(=O)c2ccc3c(c2)NC(=O)CCS3)c(C)c1	9.8	8	2	-4	11	-7	-6	-6	-7
COc1ccc(CCNC(=O)Nc2ccc3c(c2)c(=O)n(C)n3Cc2ccc(Cl)cc2)cc1OC	2.7	5	0	10	3	1	-2	-15	-14
CN1C(=O)C(CC(=O)Nc2ccc(F)cc2)N(Cc2ccco2)C1=S (centres undefined)	1.6	2	1	12	3	4	1	6	10
CCOC(=O)[C@]12CCCC=C1N(Cc1ccccc1)C(=O)[C@H](CC(=O)NCCCOC)C2	·	2	0	·	-6	8	3	·	-5
COc1ccc(C(=O)NC(=S)N2CC(C)OC(C)C2)cc1OC (centres undefined)	-0.2	1	2	0	5	4	7	-8	-4
CCOC(=O)C1CCCN(c2ccc(NC(=O)c3snc4c(=O)[nH]cnc34)cc2)C1 (centres undefined)	0.2	2	-2	-3	-2	1	-7	0	3
O=C(COC(=O)c1ccccc1NCCO)NCCc1ccccc1	0.2	1	-3	16	-6	2	4	1	-1
COc1cc(NC(=O)CNc2ccc(Cl)c(S(=O)(=O)N3CCOCC3)c2)cc(OC)c1	5.5	8	6	-3	-3	-2	-3	0	-4
CCOC(=O)C(/C(N)=N/C(=O)Nc1ccccc1)=C(\C)O	2.9	6	-1	-2	2	0	-4	-2	-7
Cc1ccc2[nH]c3c(c2c1)CN(C(=O)CN1CCCc2ccccc21)CC3	0.4	1	-11	-14	4	-5	-3	9	7
Nn1cc(-c2ccccc2)nc1SCC(=O)N1CCN(S(=O)(=O)c2ccc(Cl)cc2)CC1	1.1	3	-7	15	7	0	-2	-23	-2
Cc1ccc(CNC(=O)C2CCC(=O)N(C3CC3)C2)cc1 (centres undefined)	-0.1	1	-3	-17	11	-3	-1	10	9
CSC1=NCCN1C(=O)c1c(-c2ccccc2Cl)noc1C	0.3	2	2	5	1	-6	-12	-9	0
Cc1ccccc1C(=O)NC1CCN(C(=O)N(c2ccccc2)c2ccccc2)CC1	1.9	4	0	4	-1	-5	-2	1	1
COc1ccccc1NC(=O)N(C)C[C@@H]1OCc2ccccc2-c2c(n(C)c3ccccc23)C(=O)N([C@H](C)CO)C[C@@H]1C	0.1	1	0	-6	3	-8	-1	1	6
CC(=O)Nc1ccc(C(=O)OC2CCCCC2=O)cc1 (centres undefined)	0.1	1	4	7	1	1	-1	10	2
COc1ccc(N(C)C(=O)Cc2c(C(=O)O)n(C)c3ccccc23)c(OC)c1	0.8	5	-3	22	-2	11	8	-18	-13
COc1ccccc1-c1cc(-c2ccccc2)nc(SC(C(N)=O)c2ccccc2)c1C#N (centres undefined)	0.8	1	2	21	1	-4	3	-21	7
CCCCOc1ccc(N(CC(=O)NC(C)(C)CC)C(=O)CCC(=O)Nc2ccccn2)cc1	0.5	0	-3	-11	1	-1	2	-8	-3
Cc1cc(C)n(C(=O)CNC(=O)c2cccs2)n1	-0.1	1	-2	14	-3	1	3	-2	6
CN(CC(=O)NCC(=O)Nc1ccc(F)c(F)c1F)C1CCS(=O)(=O)C1 (centres undefined)	0.3	2	4	-6	1	1	-12	-10	-21
COc1ccc2c(CC(=O)Nc3nc(C)cs3)coc2c1	1.9	4	-6	10	2	-3	0	-6	3

Screening data from PubChem.
